# Screens from PubChem.
# HTR5A ag ctr: HTR5A agonists in luminescence cell assay, primary screen, counter-screen for OPRM1-OPRD1 heterodimer agonist project, full-deck HTS | 5-hydroxytryptamine receptor 5A (Homo sapiens), P47898 | cell-based | activation, % at 9.3 µM | hit rate 0.61% among 340,000; in the data active means activation mostly above about 9.5%, no sharp cut-off; inactive means mostly below about 7.6%;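 further: 0% = cells with vehicle only and 100% = reference agonist; strong numbers were not always called active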
# Keap1-Nrf2 PPI: Keap1-Nrf2 protein-protein interaction inhibitors, primary screen, biochemical, fluorescence polarization, single point. AID 504523, 2011. inhibition, % at 9.4 µM. hit rate 0.15% among 340,000. Keap1 Kelch-Nrf2 peptide fluorescence polarization, 1536-well; in the data active means inhibition above about 12%;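 further: human Keap1 Kelch domain with fluorescein labeled Nrf2 9mer peptide probe; 0% = neutral control wells and 100% = peptide positive control; higher means more block of Keap1 binding to Nrf2 peptide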
# CAL PDZ FP: untagged CAL PDZ binding inhibitors, primary screen, biochemical, fluorescence polarization, HTS; Golgi-associated PDZ and coiled-coil motif-containing protein (Homo sapiens), Q9HD26; purified CAL PDZ, TMR-peptide fluorescence polarization, 1 h; inhibition, % at 24.9 µM; hit rate 0.92% among 300,000;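 active means mean inhibition of at least 30% with at least half of replicates also reaching 30%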;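 further: 0% = DMSO neutral control and 100% = excess unlabeled competitor peptide PRC23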
# OPRM1-OPRD1 inv: inverse agonists of MOR-DOR heterodimerization, primary screen, cell-based, luminescence. Mu-type opioid receptor (Homo sapiens) + Delta-type opioid receptor (Homo sapiens), …. cell-based MOR-DOR heterodimer luminescence, inverse agonism. inhibition, % at 9.3 µM. hit rate 0.21% among 340,000; in the data active means inhibition above about 22%, passing the limit was not always enough;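 further: 0% = cells with DMSO and 100% = wells without cells with DMSO; values of inactives mirror those of a sister screen read the other way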
# V-ATPase pH: regulators of yeast V-ATPase proton pumping, primary screen, pHLuorin cytosolic pH fluorescence | S. cerevisiae | response, % at 10 µM | hit rate 0.37% among 350,000; in the data active means response mostly above about 7.3%, no sharp cut-off; inactive means mostly below about 5.4%; further: actives read high; inactives centre near 0; some compounds called inactive have numbers as strong as hits; reference of the scale not given here
# MOR-DOR ag: agonists of OPRM1-OPRD1 heterodimerization, primary screen, cell-based, luminescence | Mu-type opioid receptor (Homo sapiens) + Delta-type opioid receptor (Homo sapiens), … | cells | activation, % at 9.3 µM | hit rate 0.3% among 340,000; in the data active means activation above about 18%;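 further: 0% = vehicle-treated cells and 100% = reference agonist; values of inactives mirror those of a sister screen read the other way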
# cardiac RTF act: cardiac RTF calcium sensitivity activators, primary screen, biochemical, IANBD-TnC fluorescence, EC20 calcium; Troponin I, cardiac muscle (Homo sapiens) + Troponin T, cardiac muscle (Homo sapiens) + …; IANBD-labeled TnC RTF fluorescence at EC20 calcium; 0% EC20 calcium, 100% full calcium; activation, % at 7.2 µM; hit rate 0.24% among 340,000; AID 493008, 2010;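 active means activation above the mean over all tested compounds plus 3 SD, cut at about 30% in these data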;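 further: rise in fluorescence read as greater calcium sensitivity of cardiac thin filaments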
# LANA DNA inh: inhibitors of KSHV C-LANA binding to DNA, primary screen, biochemical, fluorescence polarization, FAM-LBS DNA, MBP-C-LANA, single point; inhibition, % at 9 µM; hit rate 0.078% among 340,000; AID 504423, 2011;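 active means highest replicate inhibition at or above 60% at 9 µM, even if other replicates fall short; inactive means all replicates below 60% inhibition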;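 further: 0% = neutral control wells and 100% = 4 µM acridine orange control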
# HTR5A inv ag: HTR5A inverse agonists in luminescence cell assay, primary screen, counter-screen for OPRM1-OPRD1 heterodimer inverse agonist project, full-deck HTS | hit rate 0.083% among 340,000 | HTR5A cell line, inverse agonism | 5-hydroxytryptamine receptor 5A (Homo sapiens), P47898 | inhibition, % at 9.3 µM; in the data active means inhibition mostly above about 23%, no sharp cut-off; inactive means mostly below about 18%;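 further: 0% = cells with DMSO and 100% = no-cell wells with DMSO; some compounds called inactive have numbers as strong as hits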
# Cardiac RTF inh: cardiac RTF calcium sensitivity inhibitors, primary screen, biochemical, IANBD-TnC fluorescence, EC70 calcium; Troponin I, cardiac muscle (Homo sapiens) + Troponin T, cardiac muscle (Homo sapiens) + …; IANBD-labeled cardiac RTF, Ca2+ fluorescence; inhibition, % at 7.15 µM; hit rate 0.12% among 340,000; AID 493244, 2011;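 active means inhibition above the mean inhibition of all tested compounds plus 3 SD, cut at about 17% in these data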;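 further: assay run at fixed EC70 calcium of 1.6 mM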
# The depositor's hits bear a star; . = not tested or not shown. This is a subset. The share of hits here may be higher or lower than overall.
SMILES,HTR5A ag ctr,Keap1-Nrf2 PPI,CAL PDZ FP,OPRM1-OPRD1 inv,V-ATPase pH,MOR-DOR ag,cardiac RTF act,LANA DNA inh,HTR5A inv ag,Cardiac RTF inh
Cc1cccnc1-n1c(-c2ccco2)nc2ccccc2c1=O,0.1,-0.1,-2.0,22.2,-1.2,-3.8,-4.4,0.6,-0.2,2.5
CN1CCN(Cc2nc3ccccc3c(=O)[nH]2)CC1,1.8,-3.9,-0.8,2.9,-0.8,-0.5,-2.7,-0.3,-5.1,0.6
O=C(C(=O)N1CCOCC1)c1cn(Cc2c(F)cccc2Cl)c2ccccc12,-1.2,0.0,7.1,0.4,1.4,-0.1,4.7,-1.1,3.0,-11.6
Cc1ccc(C)c(OCc2cc(C(=O)N3C[C@H]4C[C@@H](C3)c3cccc(=O)n3C4)no2)c1,4.9,1.8,-3.1,7.9,-2.6,-1.5,1.7,1.0,5.7,-9.0
CN(C)C(Cc1ccccc1)C(=O)c1c[nH]c2ccccc12 (stereo not given),3.8,-0.9,-3.0,4.0,3.6,-0.7,-4.8,1.1,-14.8,-3.6
Cc1nc2c(=O)n(C)c(=O)nc-2n(C)n1,-2.4,-24.7,-6.5,-101.4,-2.1,20.2*,-2.8,6.2,6.2,-3.6
Oc1ccc(C[C@H]2NCCc3cc(O)c(O)cc32)cc1O,-1.8,-3.6,-4.6,8.8,0.9,-1.9,-1.6,-0.2,6.3,-1.9
Cc1cccc(NC(=O)OC2CN3CCC2CC3)c1 (stereo not given),-0.8,-7.8,-4.2,16.3,-0.5,-3.1,9.7,0.2,2.6,5.5
COc1ccc(C[C@@H]2c3cc(O)c(OC)cc3CCN2C)cc1O,-3.2,1.3,-3.6,8.1,14.1,-1.4,-4.0,-0.8,9.5,-8.5
COc1cc2c(cc1O)CC1c3c(cc(O)c(OC)c3-2)CCN1C (stereo not given),2.1,-2.7,4.8,-4.1,-2.8,0.8,2.0,0.3,9.8,0.5
O=c1[nH]c(=S)n(-c2cccc(Cl)c2)c(O)c1C=NCCN1CCNCC1,-3.8,-6.1,-3.8,4.4,4.2,-0.9,-2.0,-0.3,14.1,-3.6
COc1ccc(Cn2c(O)c(/C=N/NC(=O)c3ccccc3O)c(=O)[nH]c2=O)cc1,2.4,-1.9,0.4,9.2,-2.5,-1.8,-5.9,1.3,-6.2,-20.3
COC(=O)C1=C(c2cccc(OC)c2OC)C[C@@H]2CC[C@H]1N2C(=O)NCc1ccc(F)cc1,-5.9,-8.6,1.8,9.6,-2.1,-1.8,8.4,1.2,-7.5,-0.1
C=CCn1c(O)c(C(C)=NCCCO)c(=O)[nH]c1=O,-4.0,-6.0,-1.8,2.3,-3.1,-0.4,0.8,-0.7,16.2,-4.7
CCCCn1c(=O)c(C(=O)NCc2ccccc2)c(O)c2ccccc21,-2.3,3.2,-6.8,-7.4,4.0,1.5,-7.0,-3.8,8.6,-4.7
CC(C)(C)C1(CCO)C(=O)NC(=S)NC1=O,3.8,-2.0,0.5,-2.0,5.5,0.4,0.1,2.1,-15.0,-11.5
O=C(CN1CCCCC1)c1cccc(Br)c1,-3.2,-5.1,-3.0,68.2*,1.2,-12.7,3.0,-1.2,3.4,-0.1
O=c1[nH]c(=O)n(Cc2ccc(F)cc2)c(O)c1C=NCC1CCCO1 (stereo not given),7.3,2.7,-0.9,-4.2,-3.1,0.7,-5.3,-1.4,20.2,-0.4
O=[N+]([O-])c1cccc(NP(=O)(Oc2ccccc2)Oc2ccccc2)c1,2.1,0.1,-5.1,-24.3,-0.9,4.2,-4.7,-1.3,-8.1,-5.4
CN1CCN(CC#CCOc2ccc(Cl)cc2)CC1,3.5,-3.8,-1.3,9.6,0.7,-2.0,-5.7,-0.9,-12.9,-1.2
O=C(COc1ccc2ccc(=O)oc2c1)N1CCC(C(=O)O)(c2ccccc2)CC1,6.9,-3.7,5.3,12.3,0.7,-2.4,-5.3,-0.8,-6.2,-9.9
CC12CCC3C(CCC4(O)CC(O)CCC34C=NO)C1(O)CCC2C1=COC(=O)C1 (stereo not given),30.7*,-0.9,-4.6,-336.6,-2.0,76.9*,-3.0,1.0,-117.6,1.9
CC(NCc1ccccc1Cl)C(O)c1ccccc1 (stereo not given),-0.5,-2.3,-4.1,3.4,0.8,-0.6,3.2,-2.9,-3.7,5.1
O=C1NC(c2cc3ccccc3nc2Cl)Nc2ccccc21 (stereo not given),-4.4,0.5,-1.8,3.8,5.0,-0.7,5.8,-2.2,-2.0,-5.4
CCN(CC)CCCN=C(C)c1c(O)n(C2CCCCC2)c(=O)[nH]c1=O,1.5,-2.5,.,8.7,.,-1.6,4.0,0.4,-13.0,-11.0

# (next part)
SMILES,HTR5A ag ctr,Keap1-Nrf2 PPI,CAL PDZ FP,OPRM1-OPRD1 inv,V-ATPase pH,MOR-DOR ag,cardiac RTF act,LANA DNA inh,HTR5A inv ag,Cardiac RTF inh
O=C1CC(=O)N(c2cccc(C(F)(F)F)c2)C(=O)N1,-2.3,-2.1,-3.1,1.7,-2.4,-0.4,9.9,-2.2,8.4,-8.1
COc1ccc(CN2CCCC(C(=O)c3cccc(Cl)c3)C2)cc1 (stereo not given),5.1,-5.2,1.5,-41.0,7.2,8.5,2.3,-4.2,-17.2,-15.8
CC(C)NC(=O)c1ccc(N2CC3CC(C2)c2cccc(=O)n2C3)c([N+](=O)[O-])c1 (stereo not given),-1.9,-2.3,25.6,6.4,-1.7,-1.4,-1.9,-0.3,4.9,-11.7
O=C(O)C1C2c3ccccc3C(c3ccccc32)C1C(=O)Nc1ccccc1 (stereo not given),0.5,0.1,.,17.9,4.3,-3.6,-1.9,-0.3,6.0,-6.5
CC(C)OC(=O)Nc1ccc(N=C(N)N[N+](=O)[O-])cc1,-3.7,-1.7,-0.4,9.3,0.1,-1.6,-1.8,0.2,10.5,-4.9
C[C@H]1O[C@@H](OC2CC[C@]3(C=O)[C@H]4CC[C@]5(C)[C@@H](C6=CC(=O)OC6)CC[C@]5(O)[C@@H]4CC[C@]3(O)C2)CC2OC(C)(C)OC21 (stereo not given in full),32.8*,-1.5,-3.5,-420.2,0.2,72.8*,-0.9,0.8,-127.2,1.1
CCOC(=O)c1cc(C)n(CCc2cnc[nH]2)c1C,2.4,-1.4,-4.7,12.6,1.7,-3.0,-0.8,-1.8,-5.7,0.1
c1ccc(N2C3C4CC(C5CCCC54)C32)cc1 (stereo not given),-1.6,-1.9,5.0,12.6,0.7,-2.6,-4.2,1.3,6.2,-15.5
CN(C)c1ccc([N+](=O)[O-])c([N+](=O)[O-])c1,-0.9,-0.3,-5.3,9.9,0.0,-1.9,-0.5,0.9,3.5,2.2
CCOc1cccc(OCC)c2c(C)[n+](CC3CCCO3)c(C)c1-2 (stereo not given),2.8,8.2,-1.7,4.2,-86.0,-0.7,-15.7,18.7,10.2,-4.8
C=CCN1C(=O)/C(=C\c2ccc(N3CCOCC3)o2)C(=O)NC1=S,-4.8,-108.7,-2.6,12.2,-0.5,-2.3,48.8*,-30.2,16.8,-41.2
CNC(=O)Nc1ccc(C(=O)N/N=C\C23CC[C@@H](O)CC2(O)CC[C@@H]2[C@@H]3CCC3(C)C(C4=CC(=O)OC4)CCC23O)cc1 (stereo not given in full),4.5,2.6,-5.9,-5.7,4.5,1.1,3.9,0.9,-12.2,5.4
N=C1SCC(=O)N1Cc1ccccc1,.,-1.4,1.3,.,-1.6,.,.,-2.4,.,.
Cc1cc(C)n2nc(SCC(=O)N3CCC4(CC3)OCCO4)nc2n1,5.0,-1.8,1.6,9.3,-1.2,-1.7,-5.8,0.5,19.1,-2.2
COc1ccc2c(c1OC)C(=O)OC2c1c(O)n(Cc2ccc(F)cc2)c(=O)[nH]c1=O (stereo not given),2.5,-6.4,-0.6,4.2,2.9,-0.7,3.7,1.2,-2.2,-4.3
CC(C)[N+]12CCC(CC1)C(C(O)(c1ccccc1)c1ccccc1)C2 (stereo not given),1.3,3.7,.,18.8,-1.4,-3.7,-1.0,14.7,-0.7,-2.6
Cc1nn(Cc2ccccc2)c(Cl)c1C(=O)O,2.2,-2.7,-2.4,17.7,1.1,-3.7,-4.2,-1.5,10.9,-9.8
O=C1NC(=O)N(Cc2ccc(F)cc2)C(=O)/C1=C\c1ccc([N+](=O)[O-])s1,0.0,-2.1,-2.7,-22.4,101.2*,4.4,-6.4,1.5,-4.3,3.7
Cc1cc(C)cc(N2C(=O)NC(=O)/C(=C/c3cccn3-c3ccc(Cl)cc3)C2=O)c1,6.4,0.3,-1.8,3.5,-1.9,-0.7,2.0,0.1,-11.1,-8.7
COc1ccc(CC(=O)Nc2ccc3c(C(F)(F)F)cc(=O)oc3c2)cc1OC,-2.4,-5.2,-1.8,-15.4,-0.3,2.5,3.6,-0.1,-23.4,-8.2
COc1ccc(NC(=O)C2C3CCC(O3)C2C(=O)O)c(OC)c1 (stereo not given),-0.9,-2.5,-2.7,15.9,-3.5,-3.4,-0.9,2.8,3.5,-5.6
CCOP(=S)(OCC)Oc1cc(C)oc(=O)c1,4.1,-5.2,-5.7,9.1,-2.0,-1.8,0.8,0.0,-1.8,-5.5
C[C@]12CC[C@@H](O)CC1=CCC1C2CC[C@@]2(C)C1C[C@@H](F)[C@H]2O (stereo not given in full),4.4,-2.7,-5.1,17.2,7.2,-3.3,3.6,-3.2,-18.1,-2.1
C=C1C(=O)OC2CC(C)C3C=CC(=O)C3(C)C(O)C12 (stereo not given),-3.8,-53.8,25.9,14.2,2.5,-2.8,3.2,2.4,14.8,-1.7
CC(C)C(=O)NC(Oc1ccccc1Cl)C(Cl)(Cl)Cl (stereo not given),0.8,3.7,-0.8,5.2,-1.3,-1.1,-2.1,1.1,-4.9,-1.9
O=C1CN(O)C(c2ccccc2Cl)=c2cc(Br)ccc2=N1,4.9,-2.2,-2.0,5.4,-2.8,-1.2,4.0,-2.0,-17.4,-1.1
CCOP(=S)(NN(Cc1ccccc1)C(=O)c1ccccc1)OCC,4.6,-5.2,-2.6,5.4,1.0,-0.9,-0.8,0.6,-12.3,-1.3
Cc1cc(=O)oc2c(C)c(OCC(=O)N3CCC(C(=O)O)(c4ccccc4)CC3)ccc12,2.5,-4.8,-2.0,8.9,-18.6,-1.8,3.6,-1.5,28.3,-1.8
